Screens deposited in PubChem by several laboratories.
Lipid droplet – hepatic lipid droplet formation modulation; 240,000 tested, 0.4% active; AML12 mouse hepatocytes, oleate lipid droplets, BODIPY imaging; inhibition, % at 6.5 µM; AID 1656;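 active = lipid droplet intensity inhibited by at least 50%, with more than 500 cells counted; inconclusive = wells with under 300 cells, treated as cytotoxic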
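Assay system: AML12 hepatocytes (mouse) / Also added: 100 µM oleic acid challenge / Times: overnight treatment with compound plus oleate / Detection: high-content imaging of BODIPY-stained droplets and DAPI nuclei / Evaluation: % inhibition of lipid droplet signal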
UTI89 phage lysis – protection from phage-mediated lysis, alamar blue read-out – E. coli UTI89, K1F phage, bacterial capsule biogenesis inhibitors (AID 488966) | E. coli UTI89 K1F phage lysis, alamar blue, 2 h; higher % means a stronger effect | inhibition, % at 100 µM; hits with a dose series show IC50 in µM | 340,000 tested, 0.02% active;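 active = phage lysis inhibition, versus mean bacterial control, above a set limit; inconclusive = no clear call, values can overlap the other calls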;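 note: capsule biogenesis inhibitors block K1F phage lysis so surviving cells raise fluorescence; higher fluorescence means more inhibition of phage lysis; actives were called in the ten point dose series up to 300 µM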
PMI inhibition – human PMI inhibitors, high substrate, primary screen, biochemical, fluorescence intensity, high mannose 6-phosphate (AID 1220). recombinant PMI enzyme, coupled fluorescence intensity; higher % means a stronger effect. one-dose inhibition, % at 20 µM; IC50 in µM for titrated hits. 190,000 tested, 0.66% active
XIAP displacement – small molecules displacing peptide from XIAP – biochemical, IAP family, fluorescence polarization (AID 1018). XIAP BIR domain, fluorescence polarization peptide displacement; higher % means a stronger effect. displacement, % at 20 µM, or IC50 in µM where a hit was titrated. 200,000 tested, 0.007% active; in the data active = displacement above about 50%; note: a part of the inactive calls stands beside numbers as strong as those of hits
SIAH1 antagonists – Siah-1 peptide-binding antagonists, primary screen, biochemical, fluorescence polarization, rhodamine-plectin, uHTS (AID 1817); displacement, % at 20 µM; hits with a dose series show IC50 in µM; 290,000 tested, 0.02% active; Siah-1 / rhodamine-plectin peptide fluorescence polarization; higher % means a stronger effect;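 active = displacement of at least 50% at 20 µM, with a fluorescence ratio check between 0.3 and a set limit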;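 note: plate controls were Siah plus tracer with DMSO for no effect and tracer alone without Siah for full effect; strong numbers were not always called active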
PMI inhibitors – inhibitors of human PMI, primary screen, biochemical, fluorescence intensity, coupled assay (AID 1209); purified PMI enzyme, coupled fluorescence intensity; higher % means a stronger effect; one-dose inhibition, % at 20 µM; IC50 in µM for titrated hits; 190,000 tested, 0.42% active;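 note: plate controls were DMSO vehicle for no effect and wells lacking substrate for full effect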
M17LAP inhibition – P. falciparum M17LAP inhibitors, primary screen, biochemical, fluorogenic H-Leu-NHMec substrate, 1536-well (AID 1619). recombinant M17LAP, H-Leu-NHMec fluorogenic kinetic assay; higher % means a stronger effect. 220,000 tested, 0.38% active. inhibition, % at 30 µM, or IC50 in µM where a hit was titrated;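 active = compound inhibiting the enzyme by more than half at any dose during confirmatory dose-response retesting; inconclusive = strong single-dose inhibitors picked by rank but not retested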;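 note: plate controls were full reaction with DMSO carrier for no effect and no enzyme background for full effect; strong numbers were not always called active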
TNAP activators – human TNAP enzyme activators, primary screen, biochemical, luminescent, no phosphate acceptor, uHTS (AID 1001); purified TNAP, luminescent activation assay, no phosphate acceptor; higher activation fold means a stronger effect; activation fold at 20 µM, or EC50 in µM where a hit was titrated; 200,000 tested, 0.03% active; in the data active = activation fold from about 3, or a potency from the dose series; inactive = the rest, 99 in 100 with activation fold below about 1.6; note: many of its hits are not listed in these tables
P. falciparum M1AAP – malaria alanyl aminopeptidase activity blockers – biochemical, fluorogenic H-Leu-NHMec substrate, 1536-well (AID 1445); recombinant M1AAP, H-Leu-NHMec fluorogenic kinetic assay; higher % means a stronger effect; inhibition, % at 30 µM, or IC50 in µM where a hit was titrated; 220,000 tested, 0.42% active;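 active = primary inhibition above the hit cutoff, then over 50% inhibition at one or more dose response concentrations, cut at about 23% in these data, passing the limit was not always enough; inconclusive = conflicting primary data, or primary hits not chosen for dose response; inactive = low primary inhibition, or under 50% at every dose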;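 note: plate controls were DMSO full reaction for no effect and no enzyme background for full effect; strong numbers were not always called active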
Lipid droplet cells 6.5 µM – recorded beside Lipid droplet, whose call it bears; cell count; measured here: cell count, cytotoxicity flag;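 cells counted across two imaged fields per well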
An asterisk follows results filed as active; u = inconclusive; x = not tested or not shown; [ ] = another dose, or the depositor's remark. Cut-off read from the data, not from the text of the source, unless noted: active = inhibition above about 50%; inactive = the rest. Random draw from the library. About 1.9% of those tested had a hit in this group.

# | Structure | Lipid droplet | Lipid droplet cells 6.5 µM | UTI89 phage lysis | PMI inhibition | XIAP displacement | SIAH1 antagonists | PMI inhibitors | M17LAP inhibition | TNAP activators | P. falciparum M1AAP
1 | Cc1ccc(C(=O)N/N=C/c2cccc(OC(=O)/C=C/c3ccco3)c2)cn1 | -19.5 | 690 | x | 7.0% | -1.1% | 4.6% | 7.6% | 13.7% | 1 | 3.5%
2 | COc1ccc(CNC(=O)COC(=O)CCCOc2ccc(Cl)cc2Cl)cc1 | 0.0 | 639 | 1.1%[50 µM] | 13.0% | -0.6% | -1.9% | 18.5% | -2.6% | 1.1 | 0.9%
3 | Cc1cc(C)n(-c2nc(NCC(C)O)c3c4c(sc3n2)CCCC4)n1 (stereo not given) | x | x | 0.1% | 2.2% | -1.8% | -2.4% | 4.3% | -27.9% | 1.2 | -0.7%
4 | COc1cc(/C=C/C(=O)OCC(=O)NC(=O)NC(C)(C)C)cc(OC)c1OC | 30.6 | 723 | -0.2% | 2.7% | -3.1% | 3.0% | 1.8% | -11.4% | 1.1 | 2.6%
5 | C=CCn1c(O)c(N=NC(=S)Nc2cccc(C)c2)c2ccccc21 | -143.7 | 685 | 3.6% | -8.0% | -5.1% | -14.6% | -7.4% | -2.2% | 0.7 | 7.5%
6 | Cc1cc(/C=C2/C(=N)N3C(=NC2=O)SN=C3S(C)(=O)=O)c(C)n1-c1ccccc1 | 13.7 | 666 | u | -80.6% | -1.1% | 5.0% | -57.4% | 24.9% | 1 | u
7 | CCOC(=O)c1cccc(N2C(=O)Nc3ccccc3N2O)c1 | 3.7 | 627 | 0.1% | -3.2% | -0.8% | 7.5% | 3.3% | -9.2% | 1.1 | -0.5%
8 | Cc1nc(-c2nc(-c3c(C(=O)NNC(=O)Nc4cccc(Cl)c4)noc3C)cs2)cs1 | -1.2 | 630 | x | x | x | 0.1% | x | -3.5% | x | 3.1%
9 | CCn1cc(CN2CCN(Cc3ccsc3)C(CCO)C2)cn1 (stereo not given) | -9.0 | 746 | 0.2% | -1.4% | -1.2% | 6.2% | 0.6% | 13.4% | 1.1 | -1.0%
10 | O=C(NCc1ccc(F)cc1)C1CCCN(C(=O)Nc2ccccc2)C1 (stereo not given) | x | x | 0.4% | 8.2% | -8.8% | 1.7% | 4.8% | -7.5% | 1.1 | -0.5%
11 | CCOC(=O)C1(Cc2cccc(OC)c2)CCN(Cc2cnc(N)nc2)CC1 | -2.5 | 745 | x | -1.4% | 1.3% | 1.0% | 5.8% | -0.1% | 1.1 | -1.3%
12 | CC1C(C#N)=C(N)OC2=C1C(=O)CC(c1ccccc1)C2 (stereo not given) | 15.6 | 710 | 0.1% | 10.5% | -4.3% | -3.4% | 4.2% | -4.5% | 1 | -2.2%
13 | O=C(COc1ccccc1O)NNc1ccccc1 | 13.9 | 525 | 0.5% | -12.1% | -2.0% | 5.7% | -13.9% | -3.5% | 1.2 | 3.3%
14 | Cc1cccc(NC(=O)c2sc(NC(=O)COc3ccccc3)c(C#N)c2C)c1C | 4.9 | 620 | -1.4% | -10.0% | -10.9% | -5.2% | -1.2% | 9.7% | 0.8 | 5.3%
15 | CCCCCCNC(=O)Cc1c(O)c2ccccc2[nH]c1=O | -8.7 | 682 | 0.3% | -2.6% | -4.1% | -5.1% | 2.4% | 8.7% | 1.1 | 1.5%
16 | CC(C)(CN1CCc2ccccc2C1)NS(=O)(=O)c1ccccc1 | -21.3 | 774 | 0.2% | x | x | 3.5% | x | 3.8% | x | 2.0%
17 | O=C(NCCCN1CCCC1=O)[C@H](CSCc1ccccc1)N1Cc2ccccc2C1=O | 3.4 | 666 | 0.0% | x | x | 15.5% | x | -3.2% | x | 1.1%
18 | CS(=O)(=O)c1sc2nc(-c3cccs3)cc(-c3ccccc3)c2c1N | 2.8 | 818 | -0.1% | -115.9% | -3.1% | 16.2% | -64.1% | -13.0% | 1 | 81.1µM*
19 | CCC(C)NC(=O)CC1Oc2ccc(Cl)cc2NC1=O (stereo not given) | x | x | 4.3% | -1.4% | -3.9% | 1.6% | -2.7% | -2.2% | 1.1 | 2.5%
20 | CC(C)(C)c1csc(N(CCC#N)CCC#N)n1 | -2.7 | 744 | 3.1% | 5.3% | -5.5% | 1.3% | 2.3% | 16.3% | 1.1 | 20.4%
21 | COc1ccc(-c2cc(C(F)(F)F)n3ncc(C(=O)N4CCc5ccccc5C4)c3n2)cc1 | 37.8 | 712 | 0.7% | 29.2% | -5.6% | -0.3% | 23.1% | 1.4% | 0.9 | 8.0%
22 | CCN1CCN(C(=O)N2CCOCC2)CC1 | -0.4 | 675 | 0.2% | 3.6% | -2.3% | 13.2% | 3.2% | x | 1.1 | x
23 | COc1ccc(/C(C)=N/NC(=O)CNC(=O)/C=C\c2ccco2)cc1 | -16.7 | 718 | -0.5% | 0.1% | -0.7% | 31.8% | -7.7% | 26.8% | 1.1 | 12.7%
24 | NC(=O)C(c1ccc(Sc2ccccc2)nn1)c1ccc(Cl)cc1Cl (stereo not given) | -14.0 | 760 | -0.2% | -0.2% | -2.5% | -3.0% | 6.0% | -0.7% | 1 | 9.9%
25 | CC(Cc1ccccc1)N/C=C1\CC(=O)NC1=O (stereo not given) | x | x | 2.3%[50 µM] | -1.3% | 5.5% | 10.2% | 1.1% | -5.6% | 1.1 | 7.5%
26 | CCCN(CCC)CC(=O)NCC1(c2ccccc2)CCOCC1 | -2.8 | 721 | -1.7% | -13.2% | -2.6% | 1.3% | -12.8% | -1.6% | 1 | 1.5%
27 | O=C(CN1CCCCC1)Nc1ccc(C(F)(F)F)cc1Cl | x | x | 1.3% | x | x | -1.1% | x | 2.2% | x | 2.1%
28 | Cc1c(C(=O)O)cccc1N1C(=O)Nc2ccccc2N1O | 1.3 | 583 | 6.2% | 1.7% | -9.5% | 1.7% | 3.8% | 4.6% | 1 | 2.1%
29 | CC(=O)Nc1ccc(Nc2nc3c(S(=O)(=O)c4ccc(C)c(C)c4)nnn3c3ccccc23)cc1 | -26.8 | 542 | -0.1% | 0.7% | -4.3% | 18.7% | 4.7% | 1.1% | 1.1 | 6.0%
30 | O=C(NCc1ccco1)c1ccc(S(=O)(=O)N2CCOCC2)cc1 | x | x | 0.2% | -2.2% | -4.5% | -9.8% | -8.0% | 7.1% | 1 | 6.6%

The final two compounds of the part above are carried over, then new ones follow:
# | Structure | Lipid droplet | Lipid droplet cells 6.5 µM | UTI89 phage lysis | PMI inhibition | XIAP displacement | SIAH1 antagonists | PMI inhibitors | M17LAP inhibition | TNAP activators | P. falciparum M1AAP
29 | CC(=O)Nc1ccc(Nc2nc3c(S(=O)(=O)c4ccc(C)c(C)c4)nnn3c3ccccc23)cc1 | -26.8 | 542 | -0.1% | 0.7% | -4.3% | 18.7% | 4.7% | 1.1% | 1.1 | 6.0%
30 | O=C(NCc1ccco1)c1ccc(S(=O)(=O)N2CCOCC2)cc1 | x | x | 0.2% | -2.2% | -4.5% | -9.8% | -8.0% | 7.1% | 1 | 6.6%
31 | CC(=O)/C(=N/Nc1cccc(C)c1)N1CCOCC1 | -10.9 | 732 | 2.3% | -116.7% | -0.8% | -0.9% | -68.7% | -0.4% | 1.1 | 12.7%
32 | CC(=O)Nc1cccc(NC(=O)C2CC(=O)N(c3ccc(C)cc3)C2)c1 (stereo not given) | -0.5 | 709 | 0.1% | -12.2% | -3.3% | 3.2% | -6.0% | 5.9% | 1.1 | 10.8%
33 | Cc1nc(NC(=O)c2cccc(Cl)c2)sc1C(=O)N1CCCCC1 | -17.6 | 593 | 0.4% | x | -5.0% | 2.6% | x | 14.2% | 1 | 9.4%
34 | CCCCn1nnnc1SCC(=O)NNC(=O)C1CCCCC1 | x | x | 1.7% | 3.8% | -3.8% | -0.9% | 3.3% | 4.5% | 1.1 | -1.7%
35 | CN1CCCC(OC(=O)c2cc(Cl)ccc2Cl)C1 (stereo not given) | x | x | 0.4% | 1.7% | -4.2% | 0.1% | 1.3% | -0.4% | 1.1 | -0.8%
36 | C#CCOc1ccc(/C=N/O)cc1Cl | -0.9 | 720 | 4.2% | -2.7% | -2.6% | 4.0% | 2.1% | 18.7% | 1.1 | -2.0%
37 | COc1cccc2cc(C(=O)NCc3ccco3)c(=O)oc12 | -12.3 | 728 | 0.9% | 12.0% | -5.4% | -3.2% | 4.1% | 1.6% | 1.1 | -1.2%
38 | COC(=O)c1ccc(NC(=O)Cn2cnc3c(nnn3-c3cccc(OC)c3)c2=O)cc1 | 2.4 | 743 | 3.8% | -4.2% | -7.9% | 2.4% | 3.8% | 5.0% | 1 | -4.8%
39 | CCN(CC)S(=O)(=O)c1cccc(C(=O)N2CC(O)CC2C(=O)O)c1 (stereo not given) | 4.8 | 675 | 0.8% | -17.0% | -7.2% | 0.4% | -13.6% | 7.9% | 1 | 11.2%
40 | O=C1COc2ccc(C(=O)NC3CC3)cc2N1 | -1.0 | 717 | -0.1% | 4.1% | -2.3% | -1.7% | -1.8% | -15.4% | 1.1 | 1.9%
41 | Cc1ccc2cccc(S(=O)(=O)NC3CCS(=O)(=O)C3)c2n1 (stereo not given) | -0.7 | 734 | 1.1% | 11.4% | -2.1% | -2.3% | 13.2% | 2.2% | 1.1 | 7.7%
42 | COc1ccc(C(=S)N2CCCC2)cc1C | x | x | 0.8% | -6.6% | -14.0% | -0.7% | -1.3% | -12.7% | 1.1 | 1.4%
43 | N#CCOC(=O)C1CSC2(c3ccc(Br)cc3)CCC(=O)N12 (stereo not given) | 11.6 | 647 | -0.5% | 0.2% | -2.5% | -0.5% | -2.1% | -13.9% | 1.1 | 0.1%
44 | CN(CC(=O)Nc1cccc(F)c1)CC(=O)Nc1ccccc1[N+](=O)[O-] | -10.9 | 684 | -0.3% | 6.0% | -2.5% | -3.3% | 0.3% | 19.3% | 1.1 | 3.1%
45 | COc1ccccc1N1CCN(S(=O)(=O)c2ccc(F)cc2)CC1 | x | x | 1.3% | 0.9% | -1.7% | -4.8% | 6.6% | 10.4% | 1.1 | 6.4%
46 | O=C(CC(=O)N/N=C\c1ccc([N+](=O)[O-])cc1)NCCc1ccccc1 | -0.8 | 690 | 0.6% | -3.6% | -1.0% | 6.1% | 4.9% | 12.1% | 1.1 | -20.1%
47 | CC(C)CC(NC(=O)OC(C)(C)C)C(=O)O (stereo not given) | 4.5 | 708 | -0.1% | x | x | 0.7% | x | -2.8% | x | 6.5%
48 | C/C=C/C(=O)Nc1nnc(C2CCCCC2)s1 | 3.7 | 737 | 0.0% | x | -1.1% | 2.6% | x | 15.2% | 1 | 10.8%
49 | Cn1c(CNc2nc(-c3ccccc3)cs2)nnc1SCC(=O)c1ccccc1 | x | x | 0.4% | 7.4% | -3.7% | 0.3% | 2.3% | -3.4% | 1 | 12.2%
